High-throughput results as filed in PubChem BioAssay.
bIAP inhibitor = intestinal alkaline phosphatase (bovine) inhibition. purified bovine IAP, CDP-star luminescence, 30 min. inhibition, % at 20 µM. 190,000 tested, under 10 active. AID 1019;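 active means over 50% inhibition of intestinal alkaline phosphatase at 20 µM in the single-dose screen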
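Incubation: 30 min reaction at room temperature / Material: purified bovine intestinal alkaline phosphatase (IAP) enzyme / Input: enzyme at 1/65,000,000 dilution / Dosing: 20 µM single dose / Signal: CDP-star luminescence signal / Reagent: CDP-star chemiluminescent phosphatase substrate, 30 µM final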
bIAP act = intestinal alkaline phosphatase (bovine) activation. AID 1016. actives 0.17% (n = 200,000). purified bovine IAP, CDP-star luminescence, 30 min; active compounds read high; fold of DMSO-control signal, blank-subtracted. activation factor at 20 µM;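 active means activation factor of 2 or more at 20 µM, a signal rise over negative controls twice the positive control's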
PMI act hi M6P = activators of human phosphomannose isomerase at near-saturating mannose 6-phosphate | P34949 | coupled PMI enzyme assay, resazurin fluorescence, 20 min; active compounds read high; 1 = untreated enzyme, 0 = substrate-free blank | activation factor at 20 µM | actives 0.34% (n = 190,000) | AID 1216;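 active means activation factor of 2 or more at 20 µM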
Target sequence (P34949 whole entry, looked up): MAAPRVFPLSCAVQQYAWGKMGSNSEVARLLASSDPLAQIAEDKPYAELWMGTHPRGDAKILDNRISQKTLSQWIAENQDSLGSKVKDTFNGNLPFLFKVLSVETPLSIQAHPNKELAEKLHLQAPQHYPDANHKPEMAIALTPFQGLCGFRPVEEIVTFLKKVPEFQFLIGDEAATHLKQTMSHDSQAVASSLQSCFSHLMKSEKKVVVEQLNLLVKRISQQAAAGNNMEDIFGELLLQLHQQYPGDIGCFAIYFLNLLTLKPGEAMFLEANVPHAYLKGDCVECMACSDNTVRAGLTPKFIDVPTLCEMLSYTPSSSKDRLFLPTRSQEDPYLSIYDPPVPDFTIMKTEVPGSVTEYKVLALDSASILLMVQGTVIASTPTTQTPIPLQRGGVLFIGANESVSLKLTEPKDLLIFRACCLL
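assay system = human phosphomannose isomerase with PGI, G6PDH, diaphorase coupling enzymes | quantity = 15 ng/mL PMI | incubation = enzyme reaction with compound 20 min at room temperature | medium = HEPES pH 7.4 buffer with MgCl2 and Tween-20 | compound dosing = one concentration, 20 µM, in 1% DMSO | measured by = Diaphorase-driven resazurin-to-resorufin fluorescence, excitation 544, emission 590 nm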
Diaph act CS = activates diaphorase or chemically reduces, flagging diaphorase assay artifacts; Diaphorase/resazurin coupled assay, resorufin fluorescence, 16 min; active compounds read high; 1 = vehicle wells, 0 = NADH-free wells; AID 1229; activation factor at 20 µM; actives 0.005% (n = 190,000);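 active means diaphorase activity raised at least twofold by the compound at 20 µM; inactive means activation factor below 2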
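Measured by – red resorufin fluorescence at 544/590 nm excitation/emission · Test system – Clostridium kluyveri diaphorase, purified enzyme · Incubation – reaction time 16 min, room temperature · Buffer or medium – 50 mM HEPES pH 7.4 with 4.542 mM MgCl2, 0.005% Tween 20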
TNAP act hiacc = TNAP (human) activation, high acceptor; purified TNAP, CDP-star luminescence, 1 M DEA, 30 min; active compounds read high; 0 = EDTA background, 1 = DMSO-only activity; AID 1136; activation factor at 20 µM; 200,000 tested, under 10 active; P05186;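 active means activation factor at least 2 at 20 µM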
Target sequence (P05186 whole entry, looked up): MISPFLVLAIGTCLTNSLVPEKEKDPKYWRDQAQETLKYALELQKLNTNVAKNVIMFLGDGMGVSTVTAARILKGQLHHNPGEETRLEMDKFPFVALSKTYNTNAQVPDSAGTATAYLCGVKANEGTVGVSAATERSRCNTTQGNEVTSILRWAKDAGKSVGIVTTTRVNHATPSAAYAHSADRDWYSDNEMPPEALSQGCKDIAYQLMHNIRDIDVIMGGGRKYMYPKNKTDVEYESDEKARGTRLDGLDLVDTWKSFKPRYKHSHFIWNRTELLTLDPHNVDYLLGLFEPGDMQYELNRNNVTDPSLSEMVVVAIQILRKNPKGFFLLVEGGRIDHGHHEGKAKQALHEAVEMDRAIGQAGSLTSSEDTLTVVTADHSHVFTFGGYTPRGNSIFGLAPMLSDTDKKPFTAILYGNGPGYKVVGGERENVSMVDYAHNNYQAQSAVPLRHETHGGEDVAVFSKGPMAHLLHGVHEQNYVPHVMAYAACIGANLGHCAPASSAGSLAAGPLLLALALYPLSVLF
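Dosing: 20 µM single point. System: human TNAP. Amount: TNAP 1/800 final. Incubation: 30 min, room temperature. Read-out: TNAP activation factor scaled between EDTA and DMSO control wells. Signal: luminescence from CDP-star hydrolysis. Medium: 1 M DEA, pH 9.8, Mg2+, Zn2+. Control set: EDTA negative control, DMSO positive control.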
TNAP inh hi DEA = TNAP (human) inhibition, high acceptor; purified TNAP, CDP-star luminescence, 1 M DEA; inhibition, % at 20 µM; actives 0.03% (n = 200,000);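 active means over 50% inhibition of tissue-nonspecific alkaline phosphatase at 20 µM in the single-dose screen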;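 further: plate controls were DMSO wells for no effect and EDTA-quenched wells as full inhibition for full effect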
L major viab = Leishmania major promastigote growth inhibition | Leishmania major promastigotes, resazurin fluorescence viability | inhibition, % at 10 µM | actives 9% (n = 200,000) | AID 1063; in the data active means inhibition above about 50%;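 further: promastigotes grown with compound for 44 hours at 28 °C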
Diaph inh CS = counter-screen for diaphorase-based assays: diaphorase inhibitors and chemical oxidizers. actives 0.69% (n = 190,000). diaphorase resazurin-to-resorufin fluorescence, NADH, 16 min; bacterial (C. kluyveri) enzyme, not human. inhibition, % at 20 µM;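 active means primary screen inhibition at 20 µM above a set limit, cut at about 50% in these data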;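 further: plate controls were DMSO with full reaction for no effect and wells lacking NADH for full effect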
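Assay system – diaphorase enzyme from Clostridium kluyveri · Amount – diaphorase 0.14 U/mL (working solution) · Times – reaction incubation of 16 min at room temperature · Controls – No-NADH positive control and DMSO neutral control · Signal – resorufin fluorescence 544/590 nm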
PMI act = phosphomannose isomerase (human) activation | actives 0.005% (n = 190,000) | purified human PMI, coupled resazurin fluorescence, 20 min; active compounds read high; 1 = vehicle control, 0 substrate-free wells | P34949 | activation factor at 20 µM;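 active means activation factor of 2 or more at 20 µM, relative to plate controls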
TNAP inh no acc = inhibitors of human TNAP without phosphate acceptor; inhibition, % at 20 µM; purified TNAP, CDP-star luminescence, 30 min; actives 0.26% (n = 200,000);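 active means tissue-nonspecific alkaline phosphatase inhibition above about 50% at 20 µM in the single-dose screen, limit read from the data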;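 further: 0% = DMSO negative control and 100% = EDTA positive control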
Starred values were filed as active, the others as inactive; x = no result given.

SMILES	bIAP inhibitor	bIAP act	PMI act hi M6P	Diaph act CS	TNAP act hiacc	TNAP inh hi DEA	L major viab	Diaph inh CS	PMI act	TNAP inh no acc
Cc1ccc(/C=N/n2c(COc3ccccc3)n[nH]c2=S)s1	8	0.9	1	0.8	1	-1	-8	22	0.9	23
CN(C)C(=O)c1cccn(Cc2cccc(C(F)(F)F)c2)c1=O	-10	1.1	1	1	1	0	-8	1	1	-2
COc1ccc(-c2cc(C(=O)Nc3ccc(C)cc3)no2)cc1	18	0.8	0.9	1	1	-3	0	3	1	-13
Cn1c(=O)c(Nc2ccc(Cl)cc2)c2c3c(cccc31)C(=O)c1ccccc1-2	17	0.8	0.9	0.8	0.8	21	3	18	0.8	17
O=C(NC12CC3CC(CC(C3)C1)C2)N(Cc1ccccc1)Cc1ccncc1	-10	1.1	1	1	1.1	-7	55*	-4	1.1	-5
O=C(CNCCc1ccc(Cl)cc1Cl)NCc1ccco1	2	1	0.9	0.9	1.1	-6	-4	7	1.1	-6
Cc1cc(=O)n(CC=C(Cl)Cl)c2ccccc12	6	0.9	1	1	1.1	-5	-7	-4	1	-13
Cc1ccc(C(=O)c2oc3ccccc3c2N)cc1	6	0.9	1.1	0.8	1.1	-6	0	20	1.1	-5
CCc1cccc2c(N=O)c(O)[nH]c12	12	0.9	1.1	0.9	1	0	-2	5	1	-12
CCOc1ccc(N(C(C)C(=O)N/N=C(\C)c2cccc(NC(=O)c3ccccc3)c2)S(C)(=O)=O)cc1 (stereo unspecified)	1	1	0.9	0.8	1.1	-7	20	21	1	11
COc1ccc(C(=O)NC2CCN(C(=S)Nc3ccccc3)CC2)cc1	-13	1.1	0.9	0.8	1.1	-6	-6	16	0.9	-8
Cc1ccc(C(=O)NCCc2nnc3ccc(SCC(=O)Nc4c(C)cc(C)cc4C)nn23)cc1	35	0.7	1	0.8	1	-1	-5	17	1	-4
Cc1ccc(-c2ccc(=O)n(CC(=O)N3CCN(c4cc(Cl)ccc4C)CC3)n2)cc1	0	1	0.9	0.8	1	5	1	22	0.9	3
COCCCNC(=O)c1ccccc1Sc1ccc(NC(C)=O)nc1	-4	1	0.9	0.9	1.1	-6	-6	8	1.1	-11
Cc1ccc(-n2nnc(-c3nccn3C)n2)cc1	10	0.9	1.1	0.9	1.1	-9	-2	13	1.2	-15
CCCCn1c(SCC(=O)/C(C#N)=C(\C)N)nc2ccccc2c1=O	-3	1	0.8	0.8	1	4	8	25	0.9	-12
CN1CCN(C(=O)c2cccc(COc3cc(Cl)ccc3Cl)c2)CC1	6	0.9	1	1	1	-3	44	0	1.1	-5
COc1cc2c(cc1OC)CC1(CCCCC1)N=C2	4	1	1.1	1.1	1	-4	6	-8	1.1	-10
c1cnc2nc(-c3ccc4c(c3)OCO4)cn2c1	17	0.8	1	0.9	1.1	-6	-1	13	1.1	-15
CCn1nc(C)c(NC(=O)c2cc(Br)ccc2Cl)c1C	6	0.9	1.2	1	1	-2	-7	-4	1.1	-7
c1coc(-c2ccnc3ncnn23)c1	-20	1.2	1	1	1	-4	-4	-4	1	-2
Cn1c(CC(=O)Nc2ccccc2)n[nH]c1=S	3	1	x	x	1	-4	-14	x	x	-2
CC(C)OCC(O)CSc1ccccn1 (stereo unspecified)	-1	1	1	1	1.1	-8	5	2	1	-16
CCC(NC(=O)c1ccccc1NC(=O)c1ccco1)C(=O)NC1CCCCC1 (stereo unspecified)	-8	1.1	1.1	1.1	1	-1	21	-7	1	-11
Cc1cc(C)cc(OCC(=O)OCC(=O)N2CC(=O)Nc3ccccc32)c1	-4	1	0.9	0.9	1	-3	-2	9	0.9	-14
Cc1cc(NC(=O)c2sccc2C)n(-c2nc3ccccc3[nH]2)n1	-21	1.2	1	0.9	1.1	-6	31	13	1	-107
CC(C)COc1ccc(/C(=N/O)c2ccccc2)cc1	50	0.5	0.9	0.8	1	-2	0	22	0.8	-21
Cc1ccc2nc(SCC(=O)NCc3cccs3)[nH]c2c1	2	1	0.9	0.9	1	1	4	8	1	-11
CC(NC(=O)Cn1nc(C(F)(F)F)c2c1CCC2)c1ccccc1 (stereo unspecified)	10	0.9	0.9	0.9	1	-2	1	13	0.9	-5
Cc1ccc(Cc2cnc(NC(=O)/C(C#N)=C/c3ccc(-c4ccc([N+](=O)[O-])cc4)o3)s2)cc1	24	0.8	1	1	0.8	23	-6	0	1	8
Nc1c(-c2cccs2)cnn1-c1nc(-c2ccc(Cl)cc2Cl)cs1	10	0.9	1	0.9	1	0	-8	6	0.9	-6
CC(C)NC(=O)c1ccc(N2CCOCC2)nc1	4	1	1	1	1	-3	-5	-1	1	-8
O=C(Nc1cccc([N+](=O)[O-])c1)C(=O)N1CCCCC1	-10	1.1	0.9	0.9	1	2	7	10	0.9	-7
CCC(=O)c1ccc(OCC(=O)NCC2(N3CCCCC3)CCCCC2)cc1	-3	1	1	1	1	-3	18	4	1	-6
CN1C(=O)CSc2ccc(NC(=O)N3CCOCC3)cc21	-1	1	1	0.9	1	-3	-5	9	0.9	-9
CCOC(=O)c1ccc(NC(=S)N2CCN(CCN=CC3=C(O)CC(C)(C)CC3=O)CC2)cc1	-2	1	1	1	1.1	-6	1	-4	1.1	-5
CCOc1ccc(OCCOCCNCCOC)cc1	6	0.9	1.1	0.9	1	0	70*	12	1.1	-6
COc1cccc(CNC(=O)CCC2CCCN(Cc3cc(Cl)ccc3O)C2)c1 (stereo unspecified)	-6	1.1	1	0.8	1.1	-10	9	19	1	-11
O=C(c1cccnc1NCc1ccccc1)N1CCOCC1	5	0.9	1	0.9	1.1	-7	-3	12	1	-8
COc1ccc(C(=O)N=c2nc3ccccn3s2)cc1	10	0.9	1	0.9	1.1	-8	-3	11	1	-14

Some of these compounds in order of count of non-hydrogen atoms, largest number first:
SMILES	bIAP inhibitor	bIAP act	PMI act hi M6P	Diaph act CS	TNAP act hiacc	TNAP inh hi DEA	L major viab	Diaph inh CS	PMI act	TNAP inh no acc
Cc1ccc(Cc2cnc(NC(=O)/C(C#N)=C/c3ccc(-c4ccc([N+](=O)[O-])cc4)o3)s2)cc1	24	0.8	1	1	0.8	23	-6	0	1	8
CCC(=O)c1ccc(OCC(=O)NCC2(N3CCCCC3)CCCCC2)cc1	-3	1	1	1	1	-3	18	4	1	-6
Cc1cc(NC(=O)c2sccc2C)n(-c2nc3ccccc3[nH]2)n1	-21	1.2	1	0.9	1.1	-6	31	13	1	-107
Cc1ccc2nc(SCC(=O)NCc3cccs3)[nH]c2c1	2	1	0.9	0.9	1	1	4	8	1	-11
Cn1c(CC(=O)Nc2ccccc2)n[nH]c1=S	3	1	x	x	1	-4	-14	x	x	-2
c1coc(-c2ccnc3ncnn23)c1	-20	1.2	1	1	1	-4	-4	-4	1	-2

(listing goes on)
SMILES	bIAP inhibitor	bIAP act	PMI act hi M6P	Diaph act CS	TNAP act hiacc	TNAP inh hi DEA	L major viab	Diaph inh CS	PMI act	TNAP inh no acc
CC1CCCCN1CCNC(=O)c1ccc2c(=O)n(CCc3ccccc3)c(=O)[nH]c2c1 (stereo unspecified)	15	0.8	0.9	0.9	1	-1	63*	14	0.9	-6
OC(COCc1ccco1)CN1CCN(C(c2ccccc2)c2ccccc2)CC1 (stereo unspecified)	-4	1	1	0.9	1	-3	16	12	1.1	6
Cc1ccc(C(=O)ONc2ccc(N=O)cc2)cc1	24	0.8	0.8	0.9	1	4	10	12	0.9	-10
CC1C(=O)NN=C1C(=O)N/N=C/c1cccs1 (stereo unspecified)	0	1	1	0.8	1.1	-7	-6	20	1	1
COc1ccc(N2CCN(C(=O)c3ccc(C)cc3)CC2)c([N+](=O)[O-])c1	-11	1.1	1	0.9	1	4	54*	12	1	3
c1ccc(Cn2ncc3c(NCc4ccco4)ncnc32)cc1	-4	1	1.2	1	1.1	-6	-2	4	1.1	-13
CCOC(=O)c1ccccc1NS(=O)(=O)c1ccc(OC)cc1	12	0.9	0.9	0.9	1	2	2	15	1	-7
O=C(NCCO)/C(=C\c1ccc([N+](=O)[O-])o1)NC(=O)c1ccccc1	5	0.9	1	1	1	3	27	5	1.1	-2
CC(C)(C(=O)O)n1cncn1	-6	1.1	1	0.9	1	-2	-11	14	1.2	4
Cc1cc(N2CC(C)OC(C)C2)nc(C(C)C)n1 (stereo unspecified)	0	1	1	0.8	1	-1	-12	16	1	-3
CCOc1ccc2[nH]c(=O)c(CN(CC3CCCN3CC)C(=O)NCc3ccccc3)cc2c1 (stereo unspecified)	-9	1.1	1	1	1	3	-4	0	1	-4
CC[N+](C)(CC)CC(O)COCC1COc2ccccc2O1 (stereo unspecified)	20	0.8	0.8	0.8	1	-5	-4	18	0.8	-13
Cc1nc(-c2c(-c3ccc(O)cc3O)noc2C(F)(F)F)cs1	-2	1	0.9	0.9	1	-4	-16	13	0.8	0
CCN(CC)C(=O)c1c[nH]c2ccc(S(=O)(=O)Nc3cc(C)cc(C)c3)cc2c1=O	16	0.8	1	0.7	1	-4	-6	31	1	-9
Cc1oc(-c2ccc(Cl)cc2)cc1-c1nn2c(-c3ccoc3C)nnc2s1	1	1	1.7	0.6	1	-3	-7	38	1.4	4
O=[N+]([O-])c1ccc(Nc2nc(NC3CCCCC3)nc(N3CCCC3)n2)cc1	-6	1.1	1	0.9	1	-1	98*	11	1	-6
COc1ccccc1/C=C/C(=O)Oc1cccc2cccnc12	-11	1.1	0.7	0.8	1.1	-6	99*	23	0.9	-21
CC1=C(C(=O)N(C)C)C(c2cccc(Cl)c2)NC(=O)N1 (stereo unspecified)	13	0.9	0.9	0.9	1	-4	-4	8	0.9	-9
COc1ccc(S(=O)(=O)N2CCOCC2)cc1NC(=O)Cn1nnc2ccccc2c1=O	-18	1.2	0.9	0.8	1	1	6	16	0.9	-9
CC1=C(C(=O)OC(C)C)C(c2ccc(C)o2)NC(=O)N1 (stereo unspecified)	-24	1.2	1	1.1	1.1	-6	-2	-9	1	-15
O=C(Nc1ccccc1)c1ccccc1CC[N+](=O)[O-]	-1	1	1	0.9	1.1	-7	-6	6	1	-14
O=C(Nc1cccc(O)c1)c1noc2c1CCc1ccccc1-2	24	0.8	1	0.9	1	-1	1	14	0.9	-4
COc1ccccc1-c1nnc(SCC(=O)Nc2nc(-c3ccccc3)cs2)n1C	-46	1.5	1	1	1	3	33	4	1.2	-1

This is a random part of the collection (roughly 10% active in at least one column).
